A-T KAP1 phos – qHTS Assay for Identifying a Potential Treatment of Ataxia-Telangiectasia. Potency, µM (titrated, usually from 57.5 µM), for inactives: top-dose activation, actives largely listed as activators. […] A-T fibroblasts, KAP-1 phosphorylation AlphaLISA; neocarzinostatin DNA damage 30 min before lysis. actives 0.19% (n = 320,000). AID 485349, 2010; note: potency is the fitted concentration of half-maximal effect; % of control where 0% means no effect; nearly all actives have a fitted effect of over 45% in size
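hTERT-immortalized A-T patient fibroblasts ([…]), 500 cells/well in OPTI-MEM, 1% FBS, got compounds for 60 min, then NCS for 30 min at 37C. Lysates were then assayed for phospho-KAP-1 by AlphaLISA (anti-pKAP1 donor, anti-KAP1 acceptor beads), 6 hr at 25C.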
TRPV1 agonist – HTS Assay for Compounds that Act as Agonists of the Vanilloid Receptor 1 | activation, % at 8.33 µM | Transient receptor potential cation channel subfamily V member 1 (Homo sapiens), Q8NER1 | TRPV1-expressing cells, Fluo-8 calcium influx, agonist mode | actives 0.19% (n = 320,000); in the data active = activation above about 80%; inconclusive = between about 30% and that limit; note: 0% is about no effect
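Fluo-8 calcium influx in TRPV1-expressing cells, kinetic read (ex 480/em 520 nm). Compound added and read 3 min for agonist activity, followed by capsaicin at EC20 final and 2 min further read for enhancement.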
B2AR arrestin – qHTS assay of beta-arrestin-biased ligands of beta2-adrenergic receptor; Beta-2 adrenergic receptor (Homo sapiens), P07550; beta-arrestin recruitment to beta2AR, cell-based reporter; Potency, µM (highest dose often 46.1 µM), for the others: at the top dose activation, actives largely listed as activators; actives 0.02% (n = 330,000);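 note: potency is the fitted concentration of half-maximal effect; 0% = DMSO controls and full agonism = EC100 isoproterenol or metaproterenol; nearly all actives have a fitted effect of over 65% in size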
Target sequence (P07550 whole entry, looked up): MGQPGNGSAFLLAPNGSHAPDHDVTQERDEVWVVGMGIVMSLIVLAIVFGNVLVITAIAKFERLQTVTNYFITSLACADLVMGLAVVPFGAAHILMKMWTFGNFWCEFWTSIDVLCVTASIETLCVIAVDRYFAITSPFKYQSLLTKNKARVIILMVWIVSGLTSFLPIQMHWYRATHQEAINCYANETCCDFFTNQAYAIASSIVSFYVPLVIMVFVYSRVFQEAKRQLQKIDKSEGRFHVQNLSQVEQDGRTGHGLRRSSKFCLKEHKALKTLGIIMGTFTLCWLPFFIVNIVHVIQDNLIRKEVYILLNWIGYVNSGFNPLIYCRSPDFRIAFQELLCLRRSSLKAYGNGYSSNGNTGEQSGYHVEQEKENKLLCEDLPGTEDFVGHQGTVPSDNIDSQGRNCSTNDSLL
p53 reactivator – qHTS assay for re-activators of p53 using a Luc reporter; H1299 p53-A138V BP100-luciferase reporter, luminescence, 24 h; Potency, µM (highest dose often 92.2 µM), for inactives: at the highest dose activity change, positive = activation, actives largely listed as activators; actives 0.063% (n = 320,000); AID 504706, 2011; note: potency is the fitted concentration of half-maximal effect; % of control where 0% means no effect; nearly all actives have a fitted effect of over 45% in size
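H1299 (p53-null), stable ts p53-A138V + BP100-Luc; 1000 cells/well, Opti-MEM/10% FBS; cpd 4 pt, 1:5; 24 h, 37 deg C, 5% CO2; detection reagent 10 min RT; luminescence.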
TCR activator – Activators of T cell receptors: qHTS campaign | primary human leukocytes, anti-CD3, IL-2 HTRF, 48 h | Potency, µM (top dose mostly 9.22 µM), without a hit: top-dose activation of IL-2 secretion, usual class: activators | 330,000 tested, under 10 active; note: % of control where 0% means no effect
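HTRF read-out of IL-2 secretion: europium cryptate donor excited at 320nm, d2 acceptor emission at 665nm. Cells were primary human leukocytes incubated 48 hr with compounds and a-CD3 beads, supplying TCR signal only.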
Integrin act MD – qHTS for Activators of Integrin-Mediated Alleviation for Muscular Dystrophy. alpha7betagal myoblasts, beta-gal FDG fluorescence, 48 h. Potency, µM (highest dose often 38.3 µM), for the others: at the highest dose activation, hits mostly activators. actives 0.064% (n = 350,000);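 note: potency is the fitted concentration of half-maximal effect; 100% = response of the positive control SU9516; nearly all actives have a fitted effect of over 60% in size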
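Alpha7betagal+/- myoblasts (passage 13) were plated 16-24 hr, then exposed to compounds (1:260 dilution of DMSO stock) for 48 hours at 37C. After MPER lysis, β-galactosidase reporter activity was read as FDG fluorescence (ex 480/em 540) after 30 minutes.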
CXXC DNA block – qHTS Fluorescence Polarization Assay for Inhibitors of MLL CXXC domain - DNA interaction. Histone-lysine N-methyltransferase 2A (Homo sapiens), Q03164. MLL-CXXC / FITC-HOXA9 DNA fluorescence polarization. Potency, µM (highest dose often 115 µM), inactives show at the top dose activity change, negative = inhibition, most hits filed as inhibitors. actives 0.037% (n = 290,000); active = well fitted inhibition curve with a large enough effect in the polarisation, with a control signal flat, not every such curve was filed as active; inconclusive = small, poorly fitted or top-dose-only effect, or effect the other way, or a change in a side signal; inactive = no such curve, though single readings can be large or run the other way; the % refers to the polarisation; note: potency is the fitted concentration of half-maximal effect
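Purified MLL-CXXC (added from a 7 uM solution) was preincubated 5 min at ambient with pinned compounds in 50 mM Tris-HCl pH 7.5, 50 mM NaCl, 1 mM DTT, 0.05% BSA. Fluorescein-labeled HOX-A9 DNA (50 nM solution) followed, 30 min, then polarization read.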
TSG101-PTAP inh – qHTS Assay for Iinhibitors of HIV-1 Budding by Blocking the Interaction of PTAP/TSG101; 340,000 tested, under 10 active; Potency, µM (highest dose often 115 µM), inactives show top-dose activity change, negative = inhibition, most hits filed as inhibitors; Tumor susceptibility gene 101 protein (Homo sapiens), Q99816; Fluorescence polarization, FITC-PTAP peptide / Tsg101 binding; AID 493005, 2010; active = well fitted inhibition curve with a large enough effect in the main read-out, with a control signal flat, not every such curve was filed as active; inconclusive = small, poorly fitted or top-dose-only effect, or effect the other way, or a change in a side signal; inactive = no such curve, though single readings can be large or run the other way; note: potency is the fitted concentration of half-maximal effect; % of control where 0% means no effect
Target sequence (Q99816 whole entry, looked up): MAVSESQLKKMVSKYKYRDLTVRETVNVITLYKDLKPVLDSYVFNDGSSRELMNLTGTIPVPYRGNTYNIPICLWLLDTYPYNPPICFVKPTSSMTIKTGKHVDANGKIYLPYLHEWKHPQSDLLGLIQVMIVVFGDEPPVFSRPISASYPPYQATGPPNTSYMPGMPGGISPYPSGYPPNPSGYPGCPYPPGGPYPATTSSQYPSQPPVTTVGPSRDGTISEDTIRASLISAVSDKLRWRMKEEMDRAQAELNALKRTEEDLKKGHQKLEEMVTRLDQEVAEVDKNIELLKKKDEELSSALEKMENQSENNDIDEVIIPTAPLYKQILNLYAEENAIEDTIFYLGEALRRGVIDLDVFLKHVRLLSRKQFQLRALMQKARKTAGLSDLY
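Fluorescence polarization binding of Tsg101 binding domain (10 uM final) to FITC-labeled PTAP peptide (50 nM final) in HEPES pH 7.5 buffer with NaCl, Tween 20, EDTA, TCEP. Compounds added before peptide; binding 20 min at RT.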
ELG1 repair inh – qHTS screen for small molecules that inhibit ELG1-dependent DNA repair in human embryonic kidney (HEK293T) cells expressing luciferase-tagged ELG1. HEK293T ELG1-luciferase reporter, luminescence, 16 h; DNA damage induced by 5-fluorouridine. Potency, µM (titrated, usually from 46.1 µM), for inactives: top-dose activity change, negative = inhibition, actives largely listed as inhibitors. actives 2.3% (n = 330,000). AID 504467, 2011; note: potency is the fitted concentration of half-maximal effect; % is set by controls: 0 for no effect and ±100 for the full control effect; nearly all actives have a fitted effect of over 55% in size
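Step one: seed 2,000 cells per well. Step two: pin-transfer compound or DMSO alongside 5-fluorouridine. Step three: incubate 16 hr, 37 °C, 5% CO2. Step four: add ONE-Glo, wait 30 min, read luminescence.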
BRCA1 expr up – qHTS Assay to Identify Small Molecule Activators of BRCA1 Expression; AID 624202, 2012; MCF7-BRCA1-FFLuc reporter, luminescence, 48 h; response scale: scaled: vehicle 0%, 10 µM genistein 100%; Potency, µM (highest dose often 46.1 µM), for inactives: at the top dose activation, hits mostly activators; actives 1.1% (n = 380,000); note: potency is the fitted concentration of half-maximal effect; nearly all actives have a fitted effect of over 80% in size; some results filed as inactive show a strong effect at the top dose
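Cells: MCF7-BRCA1-FFLuc, 2000/well. Exposure: 48 h, 37 °C, 5% CO2. Read: luminescence, 15 min post-substrate. Controls: genistein 10 microM (maximal activation), DMSO (neutral).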
* = called active by the depositor; ? = inconclusive; . = not tested or not shown; & = joins results of further samples; [ ] = remark or other dose. Unless noted, calls come from the whole dose curve; as a rule, active = well fitted curve in the direction sought with a large enough effect; inconclusive = small, poorly fitted or top-dose-only effect, or another doubt; inactive = no such curve, though single readings can be large; an effect the other way counts as inactive or inconclusive.

| SMILES | ELG1 repair inh | p53 reactivator | Integrin act MD | TCR activator | BRCA1 expr up | TSG101-PTAP inh | CXXC DNA block | B2AR arrestin | TRPV1 agonist | A-T KAP1 phos |
| --- | --- | --- | --- | --- | --- | --- | --- | --- | --- | --- |
| CCN(c1ccccc1)S(=O)(=O)c1cc2c(cc1C)N(C)CCO2 | -5% | . | 0% | -5% | 7% | 1% | . | -0.7% | 13 | -1% |
| Cc1cccc(NC2=C(NCCO)C(=O)c3ccccc3C2=O)c1 | 13% | 8% | -7% | 1%[46.1 µM] | -37% | 3% | 1% | -0.1% | 2 | -14% |
| CC(C)Oc1c(Br)cc(Br)cc1/C=N/NC(N)=S | ? | -12% | -31%[inhibitor] | 6%[46.1 µM] | -74% | -1% | -2% | 3.1% | -3 | 4% |
| CCOc1ccc(N=Nc2c(=O)[nH]n3c(C)cc(C)nc23)cc1 | -3% | ? | 12% | -2%[46.1 µM] | -3% | 3% | 4% | -0.3% | 1 | -23% |
| NC(=O)C1CC(=O)N(c2ccc(OCc3ccc(Cl)cc3)cc2)C1 (stereo not given) | ? | 17% | -18% | 0% | ? | -5% | 43%[activator] | -0.9% | -3 | -2% |
| Cc1c(N=C2C(=O)Nc3ccccc32)c(=O)n(-c2ccccc2)n1C | 12% | 3% | 9% | 1% | -1% | 2% | -4% | -0.4% | -2 | 8% |
| Cc1cccc(NC(=O)COC(=O)c2ccc(C)c(S(=O)(=O)N3CCCCC3)c2)c1 | ? | -4% | 11% | 4% | 9% | -3% | . | -0.8% | 2 | 3% |
| N#Cc1ccccc1NC(=O)COC(=O)C1CCN(C(=O)c2ccc(Cl)cc2)CC1 | 19% | 12% | -37% | 0% | -4% | -6% | . | -1.5% | 0 | -2% |
| COc1cc(C=NNC(=O)c2cccnc2)ccc1OC(=O)c1ccccc1F | 9% | -4% | 21% | 2% | 6% | -8% | . | -0.9% | . | -1% |
| Cc1cc(C)cc(NC(=O)COC(=O)c2n[nH]c3ccccc23)c1 | ? | 18% | 19% | -7% | 78% | 5% | 6% | 0.4% | -1 | -1% |
| CN1CCN(C(=S)NCCc2ccccc2)CC1 | ? | 5% | -9% | -6% | ? | -2% | -1% | -0.1% | ? | -12% |
| CCOC(=O)C1=C(C)NC(C)=C(C(=O)OCC)C1C(=O)OCC(=O)NC1(C#N)CCCCC1 | ? | -3% | 30% | 2% | -15% | -3% | . | 0.2% | 10 | 10% |
| CCCCn1nc(C(=O)NCC2COc3ccccc3O2)c2ccccc2c1=O (stereo not given) | ? | 0% | 11% | 1% | -27% | -3% | . | 3.1% | 15 | 14% |
| COc1ccc(-n2c(CNC(=O)COc3ccc(Cl)cc3)n[nH]c2=S)cc1 | -4% | 1% | 5% | -1% | 0% | 0% | 0% | 0.5% | 1 | 4% |
| NC(=O)c1coc(-c2ccccc2)n1 | 11% | 2% | -13% | 7% | 0% | -3% | 10% | -1.0% | 2 | 1% |
| Cc1ccc(NC(=S)N/N=C/c2c(C)[nH]c3ccccc23)cc1 | 3% | 0% | 0% | -10% | -70% | 3% | -3% | 0.0% | 2 | 9% |
| FC(F)(F)c1cc(CO[C@@H]2CCCN[C@@H]2c2ccccc2)cc(C(F)(F)F)c1 | -6% | 0% | . | -7% | -48% | -1% | . | -1.0% | 8 | -6% |
| CCc1cccc(NC(=O)CCNS(=O)(=O)c2ccc3c(c2)oc(=O)n3C)c1 | 0% | 2% | 0% | 5% | -2% | -3% | 5% | -1.5% | 1 | -4% |
| COc1ccc(S(=O)(=O)Nc2c(C)nn(C)c2C)cc1Br | -18% | -4% | ? | -2% | -26% | -1% | . | 0.0% | . | 5% |
| O=C(CCSCCc1ccccn1)Nc1cc(F)ccc1F | 15% | -9% | 0% | -7%[46.1 µM] | 2% | 2% | 0% | -2.7% | 21 | 2% |
| Cc1cc(Cl)n2c(nc3cc(F)c(F)cc32)c1C#N | ? | -6% | -66%[inhibitor] | -2% | -109% | -2% | 20% | -0.3% | 0 | ? |
| Cc1ccccc1CSCC(=O)NNC(=S)NCC1CCCO1 (stereo not given) | ? | 7% | -10% | -6% | -20% | -4% | 16% | -0.1% | -1 | -7% |
| COc1ccc(OC)c(C(=O)COC(=O)c2[nH]c(C)c(C(C)=O)c2C)c1 | 12% | -2% | 22% | 0% | -14% | 1% | . | -0.4% | 6 | 4% |
| COc1ccc(S(=O)(=O)N(C)c2ccc(OC(=O)C(C)Oc3ccc(F)cc3)cc2)cc1 (stereo not given) | 5% | 5% | 2% | 7% | -2% | 0% | . | 0.1% | -6 | 5% |
| CN(C)c1ccc(S(=O)(=O)N(C)C)cc1NC(=O)Cc1cccc2ccccc12 | ? | 5% | 17% | -4% | -23% | -1% | 8% | -0.2% | -3 | 7% |
| CCCCNC(=O)Cn1c(=O)c2c(ncn2CC)n(Cc2ccccc2)c1=O | 12% | 3% | -21% | -7% | 2% | -2% | 10% | -1.1% | 1 | 7% |
| S=C(Nc1ccccc1)N1CCN(C2CCCCC2)CC1 | 14% | -3% | 10% | 1% | 30% | -1% | -3% | -0.1% | 1 | -3% |
| CCC(=O)Nc1cc2[nH]c(=O)cc(C)c2cc1C | -5% | 7% | -9% | 15% | -7% | 1% | 10% | -0.1% | -3 | 0% |
| COc1ccc2c(c1)c(C)cc[n+]2Cc1ccccc1 | 15% | . | -18% | -3% | -44% | -1% | -1% | -0.7% | 1 | 1% |
| COc1ccc(C(=O)N/N=C/c2sc(N3CCOCC3)nc2-c2ccccc2)cc1OC | ? | -3% | 16% | -5% | 10% | -1% | 20% | -0.2% | -2 | 2% |
| Cc1cccc(NC(=O)C(C)Sc2nc3ccccc3c(=O)n2CCCN2CCOCC2)c1 (stereo not given) | -14% | 6% | 0% | -3% | 4% | -3% | . | 0.0% | 23 | 13% |
| Cc1cccc(C2CC(c3ccc(Br)cc3)Nc3nc(N)nn32)c1 (stereo not given) | -1% | -10% | -16% | 3% | -2% | -2% | 0% | 0.3% | 4 | 0% |
| COc1ccccc1NC(=O)CSc1ncc(CO)n1Cc1ccc(F)cc1 | 1% | -4% | 0% | -3% | -13%&23% | -8% | 9% | 0.0% | 1 | -7% |
| COc1ccc(Br)cc1CN(C)C(=O)C1=CC=CN2CCS(=O)(=O)N=C12 | 2% | 8% | -7% | -4%[46.1 µM] | -9% | -2% | . | 0.0% | . | 12% |
| O=C(Cc1ccccc1)Nc1ccccc1C(=O)NCC1CCCO1 (stereo not given) | 4% | 12% | 1% | -5% | -3% | -4% | -8% | -0.2% | 0 | -15% |
| Cn1nc([N+](=O)[O-])nc1Sc1ccc(Cl)cc1 | 1% | 13% | 18% | 6%[46.1 µM] | -19% | -3% | 5% | 0.2% | -3 | -1% |
| COc1ccccc1NC(=O)Nc1nc(CC(=O)Nc2ccc(OC)c(OC)c2)cs1 | -26% | -4% | 0% | 4% | 0% | -2% | . | 0.1% | 13 | -1% |
| COc1ccccc1/C=N/NC(=O)c1cccc(OC(F)(F)C(F)F)c1 | 0% | 10% | -2% | -4%[46.1 µM] | -1% | -2% | -5% | -0.7% | -2 | 6% |
| Cc1ccc(-n2cc(C(=O)c3ccc4ccccc4c3O)cn2)cc1 | -5% | 4% | 6% | 6% | 3% | 0% | 3% | 0.1% | -2 | -1% |
| COc1cccc(C(=O)NN2c3ccccc3CCc3ccccc32)c1 | ? | -25% | 2% | 7% | -19% | -2% | 13% | -0.8% | 1 | 15% |
| CC(=O)Oc1ccc2c(=O)oc(-c3ccccc3C)nc2c1 | 5% | 8% | 13% | -5% | 12% | -3% | -14% | 0.5% | 0 | -3% |
| Cc1ccc(N2CCN(/N=C/c3cccs3)CC2)cc1 | ? | -7% | 17%[7.66 µM] | -2% | 26% | -5% | 1% | -0.2% | -1 | 1% |
| CCc1cc(=O)oc2c(C)c(OCC(=O)NCCN3CCOCC3)ccc12 | 16% | -13% | 1% | -56% | 10% | 2% | -4% | 0.2% | 1 | -6% |

Source: PubChem (National Center for Advancing Translational Sciences (NCATS))
